S100A4 MyoIIA: S100A4-myosin IIA interaction inhibition. S100A4/TAMRA-MyoIIA peptide fluorescence polarization. inhibition, % at 10.7 µM. 0.14% of 360,000 active. P26447;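 active means mean inhibition of at least 70% across replicates, with every replicate also reaching that level; inconclusive means mean inhibition reaches 70% but some replicates fall short; inactive means mean inhibition below 70%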
Target sequence (P26447 whole entry, looked up): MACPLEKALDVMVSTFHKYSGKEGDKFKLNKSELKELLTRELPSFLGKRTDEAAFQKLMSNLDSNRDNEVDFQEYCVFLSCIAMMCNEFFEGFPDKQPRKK
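assay system = human S100A4 monomer with TAMRA-labelled myosin IIA peptide | also added = labelled myosin peptide probe, 5 nM | incubation = 5 min between mix addition and reading | control set = DMSO and TFP controls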
RAD54 branch: blocks human RAD54 Holliday junction branch migration; Q92698; FAM/BHQ fluorescence; inhibition, % at 10.4 µM; 0.14% of 360,000 active; AID 602329;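 active means mean normalized replicate activity at least 40 and at least half of replicates scoring 40 or more; inconclusive means only one of the two criteria met; inactive means mean below 40 and under half of replicates reaching 40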;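 further: 0% = median of neutral control wells and 100% = median of positive control wells; inhibitors cause a drop in the FAM fluorescence signal; in these data hits start at about 50%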
RAD52 anneal inh: inhibitors of human RAD52 DNA annealing; P43351; recombinant RAD52 DNA annealing, FRET fluorescence; inhibition, % at 18.7 µM; 0.46% of 360,000 active;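 active means every replicate showing at least 50% inhibition; inconclusive means mean inhibition at least 50% but not in every replicate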
Target sequence (P43351 whole entry, looked up): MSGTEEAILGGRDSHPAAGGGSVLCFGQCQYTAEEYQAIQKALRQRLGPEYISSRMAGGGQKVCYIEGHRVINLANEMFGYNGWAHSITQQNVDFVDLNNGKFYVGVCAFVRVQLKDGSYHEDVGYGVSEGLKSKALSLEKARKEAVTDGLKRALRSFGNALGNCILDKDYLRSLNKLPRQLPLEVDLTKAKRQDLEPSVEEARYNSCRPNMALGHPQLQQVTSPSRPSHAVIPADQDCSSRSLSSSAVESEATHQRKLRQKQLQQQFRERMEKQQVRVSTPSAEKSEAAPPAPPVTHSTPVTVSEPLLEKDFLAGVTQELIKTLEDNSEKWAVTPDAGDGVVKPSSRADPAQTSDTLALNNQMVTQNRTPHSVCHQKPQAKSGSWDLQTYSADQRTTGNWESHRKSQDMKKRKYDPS
Xi reactivation: X-chromosome reactivation activator. XiGFP mouse fibroblasts, % GFP-positive cells imaging, 3 d; cells co-treated with 5-aza-dC sensitizer; scaled so ellipticine positive control = 100%. activation, % at 7.58 µM. 0.055% of 360,000 active;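 active means mean normalized replicate activation at least 10% and every replicate at or above 10%; inconclusive means only one of the two criteria met; inactive means mean below 10% and not all replicates reach 10%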;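 further: 0% = median of on-plate neutral control wells and 100% = ellipticine 6 µM median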
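System: 68-5-11 XiGFP fibroblast line; Timing: 3 days compound exposure; Compound dosing: one concentration, pinned; Benchmarks: positive control ellipticine, 6 µM final; Buffer or medium: DMEM containing 5-aza-dC.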
EWS-Fli inh: blocks EWS/Fli oncoprotein-driven transcription | A673 NR0B1-luciferase reporter, viability-normalised | inhibition, % at 12.6 µM | 0.67% of 350,000 active;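 active means mean inhibition of at least 50% after viability correction, with every replicate also passing that limit; inconclusive means mean reaches 50% but only one of two replicates passes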;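 further: firefly luciferase signal divided by Alamar Blue viability fluorescence both relative to DMSO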
esBAF inh: inhibitors of esBAF chromatin remodeling in mouse ES cells | Bmi1-luciferase knock-in reporter, 24 h; 100% = twice the neutral-well signal | reporter increase, % at 12.5 µM | 2% of 350,000 active | AID 602393; in the data active means activation above about 40%; inconclusive means no clear call, values can overlap the other calls;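 further: 0% = median of the plate's neutral control wells and 100% = double that signal; a rise in the Bmi1 reporter signal indicates esBAF inhibition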
E-sel inducer: induces E-selectin expression in human endothelial cells. activation, % at 7.58 µM. AID 686992. HUVEC E-selectin immunofluorescence imaging; normalized: neutral wells 0, TNF-alpha wells 100. P16581. 0.37% of 260,000 active;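 active means mean E-selectin-positive cell signal at least 10% of the positive control, reached in at least 60% of replicates, without over 20% cell loss; inconclusive means no rule given, readout overlaps actives, possibly toxicity-flagged; inactive means the rest, including those meeting only one limit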;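 further: in these data hits start at about 27%; measured in HUVEC primary endothelial cells; signal is the percent of cells scored E-selectin positive by PE staining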
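Test system: HUVEC | Signal: Immunofluorescence imaging | Read-out: Percent E-selectin-positive cells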
FN deposition inh: fibronectin deposition inhibition; AH1F fibroblasts, Alexa488-fibronectin deposition fluorescence, overnight; inhibition, % at 12.6 µM; 0.086% of 350,000 active;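 active means mean inhibition across replicates of 30% or more, regardless of how many single replicates reach that level; inconclusive means mean under 30% yet at least half of replicates reach 30%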;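 further: positive control wells lacked labelled fibronectin entirely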
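material = AH1F fibroblast monolayer depositing Alexa488-labelled fibronectin into matrix | amount = 10000 AH1F cells/well | buffer or medium = DMEM plus 2% serum, read in PBS | incubation = 1 h cell adhesion before compound, then overnight fibronectin incubation | detection = fluorescence at 485 nm excitation, 525 nm emission | evaluation = percent inhibition as loss of matrix-bound fibronectin fluorescence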
Starred values were filed as active, the others as inactive; ? = inconclusive; · = no result given; & = joins results of further samples. Random draw from the library. About 3% of those tested had a hit in this group.

canonical_smiles,S100A4 MyoIIA,RAD54 branch,RAD52 anneal inh,Xi reactivation,EWS-Fli inh,esBAF inh,E-sel inducer,FN deposition inh
CC(C)C[C@H]1CNC(=S)N1CC1CCCN1C[C@H](Cc1ccc(O)cc1)N1C[C@H](Cc2ccccc2)N(CC2CCCCC2)C1=S (stereo partly specified),-9,-16,-12,-0.1,19,3,-0.1,1
Cc1nc(C)c(C(=O)N2CCCC(C(=O)c3cc(F)ccc3F)C2)s1 (stereo unspecified),-3,6,-4,0.0,0,-4,-0.2,3
COc1ccc(N/C(N)=N/c2nc(CSc3nnc(C)s3)cc(=O)[nH]2)cc1,-4,3,-6,0.5,37,-7,·,24
CN1C(=O)/C(=C/c2ccc(OCc3ccccc3F)cc2)NC1=S,-3,14,-10,-0.1,2,-2,1.3,-5
C[C@H]1CN([C@@H](C)CO)C(=O)c2cc(-c3ccc(F)cc3)cnc2O[C@H]1CN(C)C(=O)C1CCC1,1,-3,10,-1.0,8,-6,0.1,-8
CCOC(=O)N1CCN(C(=O)c2ccc(S(=O)(=O)Nc3ccccc3)cc2)CC1,6,4,6,0.0,10,4,·,5
CC(NC(=S)Nc1ccc(F)cc1)C(c1cccs1)N1CCOCC1 (stereo unspecified),-6,4,-2,0.3,-5,-3,·,9
CNC[C@@H]1OCCCC[C@H](C)Oc2ccc(NS(=O)(=O)c3ccc(F)cc3)cc2C(=O)N([C@H](C)CO)C[C@@H]1C,0,7,-1,0.2,-9,-6,10,8
Cn1c(N)c(C(=O)COC(=O)CCCOc2ccc(Cl)cc2Cl)c(=O)n(C)c1=O,1,·,-37,0.1,12,·,1.0,-6
CC(C)c1ccc(/C=C2\C(=N)N3N=C(CC(=O)N4CCCCC4)SC3=NC2=O)cc1,-4,-8,-15,0.3,1,1,·,-4
OCC[C@H]1C[C@@H](O)[C@H](O)[C@]2(OCCc3ccccc32)O1,1,-2,-13,0.2,-1,-2,-0.2,-1
Cc1ccc(S(=O)(=O)NCC(=O)OCC(=O)NCc2ccc3c(c2)OCO3)cc1,-4,1,-3,0.0,6,1,1.7,3
O=C(C[C@@H]1CC[C@@H]2[C@H](COC[C@H](O)CN2Cc2ccccc2F)O1)N1CCc2ccccc2C1,1,-1,-19,0.2,-21,2,0.0,16
CC(=O)Nc1ccc(Nc2nc3ccccc3n3cnnc23)cc1,0,9,-14,0.0,17,1,-0.3,-1
CN(Cc1ccccc1NCC(=O)Nc1ccccc1C#N)C1CCCCC1,-5,-3,-3,0.2,14,-2,6.9,-10
O=C1CSC(c2ccncc2)N1Cc1ccccc1 (stereo unspecified),37,·,3,0.2,-11,·,·,0
Cc1nc(-c2ccccn2)nc(N2CCOCC2)c1Cl,-2,-1,-1,-0.1,12,1,0.8,-8
CCc1ccc2oc(-c3ccc(N)cc3)nc2c1,-3,-3,-69,·,48,-67,·,·
COC(=O)c1c(NC(=O)CCCC(=O)O)sc2c1CCCCC2,-1,·,-13,0.7,17,·,-0.6,-11
O=S(=O)(Cc1ccccc1)C(c1ccccc1)S(=O)(=O)Cc1ccccc1,-1,-4,-4,0.1,-2,·,-3.4,-4

canonical_smiles,S100A4 MyoIIA,RAD54 branch,RAD52 anneal inh,Xi reactivation,EWS-Fli inh,esBAF inh,E-sel inducer,FN deposition inh
Cc1ccc(NC(=O)Nc2cccc(C)n2)c(C)c1,6,1,-7,0.0,-62,56*,18,-3
O=[N+]([O-])c1cccc(/C=N/Nc2nnc(-c3ccccc3)c(-c3ccccc3)n2)c1,·,-5,·,0.0,·,·,-0.3,10
O=C(NC1CC1)C1=C[C@H](C2CC2)C[C@H](OCCCCO)O1,-6&-74,-3,-2&-7,0.3,-15&-8,2,0.5,4
CC(=O)c1cc(NC(=O)c2cccc(C(F)(F)F)c2)c(=O)oc1C,-2,·,-20,0.2,45,·,·,-23
COc1ccc(-c2noc(CNC(=O)CCCN3C(=O)[C@H]4CC=CC[C@H]4C3=O)n2)cc1,-3,-14,-38,0.0,·,-1,·,-2
Cc1ccc(S(=O)(=O)N(C)C)cc1NC(=O)COC(=O)CCC(=O)c1cccs1,-6,·,-16,-0.2,7,·,-2.3,11
Cc1noc(NS(=O)(=O)c2ccc(NC(=O)c3cnc4scc(C)n4c3=O)cc2)c1C,-6,5,0,0.1,5,-3,·,-2
COc1ccc(-c2ccc3c(c2)O[C@H](CN(C)Cc2ccccc2C(=O)O)[C@@H](C)CN([C@@H](C)CO)S3(=O)=O)cc1,-2,7,-2,-0.6,-8,1,-0.2,-1
CC(C)(C)S(=O)N1Cc2cc(C(=O)NCc3ccc4c(c3)OCO4)nc(-c3cccc(-c4cccc(F)c4)c3)c2[C@@H]1CCO (stereo partly specified),-22,·,-58,0.0,8,·,0.0,5
C[C@@H]1CN([C@@H](C)CO)C(=O)c2cc(NC(=O)Nc3ccc4c(c3)OCO4)ccc2O[C@@H](C)CCCCO[C@H]1CN(C)Cc1ccccc1,4,5,14,-0.1,8,2,-0.1,0
Cc1cc(C)cc(NC(=O)COC(=O)[C@@H](NC(=O)c2ccco2)C(C)C)c1,0,·,-19,0.0,2,·,·,6
O=C(CC(=O)N/N=C/c1c(Cl)cccc1Cl)NCc1cccnc1,8,8,-20,0.3,0,-4,1.6,2
Cc1cccc(C)c1NC(=O)CCCSc1nnc(-c2ccc(F)cc2)n1-c1ccccc1,-2,-5,-24,-0.1,-3,·,1.8,1
O=C(N[C@@H]1CC[C@H](CCn2cc(C3(O)CCCC3)nn2)O[C@H]1CO)C1CCC1,-15,-5,6,-0.4,8,3,-0.2,·
Cc1ccc(S(=O)(=O)N(C)C[C@@H]2Oc3ccc(NS(=O)(=O)c4cn(C)cn4)cc3CC(=O)N([C@@H](C)CO)C[C@@H]2C)cc1,·,·,·,-1.1,-2,4,0.2,·
COC(=O)C1=C(C(=O)OC)[C@]2([C@H]3CC=CCN[C@@H](Cc4ccccc4)C(=O)N3Cc3ccccc3)C=C[C@H]1O2,-11,6,8,0.2,25,-5,-0.3,-3
CC(=O)Nc1ccc(C(=O)CSc2nnnn2C)cc1,2,-9,-28,-0.1,-2,2,4.2,11
COc1ccc(/C=C2\SC(=S)N(CCC(=O)NC3C=CS(=O)(=O)C3)C2=O)cc1 (stereo unspecified),-3,18,-5,0.1,-4,-44,·,2
COc1ccc2c(c1)[N+](C)(C)C(C)(C)C=C2C,-1,-24,-2,0.2,17,-1,2.9,-16
COc1ccc(NC(=O)CN(C)C(=O)CNC(=O)Cc2cccc3ccccc23)cc1,-2,1,-17,-0.1,·,-3,-0.1,-7

2 of these compounds, reformatted.
COc1ccc2c(c1)[N+](C)(C)C(C)(C)C=C2C
  S100A4 MyoIIA: -1; RAD54 branch: -24; RAD52 anneal inh: -2; Xi reactivation: 0.2; EWS-Fli inh: 17; esBAF inh: -1; E-sel inducer: 2.9; FN deposition inh: -16
COc1ccc(NC(=O)CN(C)C(=O)CNC(=O)Cc2cccc3ccccc23)cc1
  S100A4 MyoIIA: -2; RAD54 branch: 1; RAD52 anneal inh: -17; Xi reactivation: -0.1; EWS-Fli inh: ·; esBAF inh: -3; E-sel inducer: -0.1; FN deposition inh: -7

More compounds.
canonical_smiles,S100A4 MyoIIA,RAD54 branch,RAD52 anneal inh,Xi reactivation,EWS-Fli inh,esBAF inh,E-sel inducer,FN deposition inh
Cc1ccc(S(=O)(=O)N2CCC(C(=O)N3CCCCCCC3)CC2)cc1,-5,-1,-7,0.1,14,0,-0.5,5
O=C(N=C1c2ccccc2CN1c1ccc(F)c(F)c1)c1cccnc1,-3,·,-17,0.1,-30,·,·,-2
COc1cccc(S(=O)(=O)Nc2ccc3c(c2)[C@H]2C[C@@H](CC(=O)NCc4ccccc4F)O[C@H](CO)[C@H]2O3)c1,-14,3,-12,0.0,-9,0,0.5,·
O=C(C[C@@H]1CC[C@H]2[C@@H](COC[C@H](O)CN2CC2CCCC2)O1)NCc1ccc(Cl)cc1,16,·,12,0.0,14,·,0.2,-2
O=C(NCc1ccccc1)c1cccc2c1C(=O)c1ccc(/C=C/c3ccccc3)cc1S2(=O)=O,-2,0,-283,18*,6,-2,?,-5
Cc1ccc(NC(=O)CN(C)C(=O)COc2ncnc3ccc(Br)cc23)cc1,-2,-2,1,0.2,-7,-7,0.0,-3
C[C@@H]1CN([C@@H](C)CO)C(=O)c2cccc(NC(=O)c3cnccn3)c2O[C@H]1CN(C)Cc1ccc(C(=O)Nc2ccccc2N)cc1,1,-3,-22,-0.8,16,-11,-0.1,-8
CCN(CC)S(=O)(=O)c1cccc(NC(=O)CN2C(=O)NC3(CCOc4ccccc43)C2=O)c1 (stereo unspecified),1,-12,-11,0.1,8,-9,1.2,·
COc1ccc(NC(=O)Nc2ccc3c(c2)C(=O)N([C@H](C)CO)C[C@H](C)[C@@H](CN(C)S(=O)(=O)c2ccc(Cl)cc2)OCCCC[C@@H](C)O3)cc1,-10,2,2,0.1,-1,4,·,-1
COc1c2ccoc2cc2oc(C)cc(=O)c12,12,11,0,·,-1,-5,·,·
CC(Oc1ccccc1)C(=O)Nc1nc(-c2ccncc2)cs1 (stereo unspecified),9,3,-41,0.2,5,-5,·,15
CNC[C@@H]1OCCCC[C@H](C)Oc2ccc(NS(=O)(=O)c3ccc(C)cc3)cc2C(=O)N([C@H](C)CO)C[C@H]1C,-12,-10,-313,-0.1,-25,55*,-0.1,-1
C[C@@H]1CN([C@H](C)CO)C(=O)c2cc(N(C)C)ccc2O[C@@H]1CN(C)S(=O)(=O)c1cccs1,24,2,8,0.2,-2,1,0.1,7
CNC[C@H]1Oc2ccc(NC(=O)NC3CCCCC3)cc2C(=O)N([C@@H](C)CO)C[C@H]1C,-17,-3,4,-1.0,-8,2,0.0,-3
CN(CCc1ccccn1)C(=O)CCc1nnc(CCCc2ccccc2)o1,2,·,-9,0.2,-85,110*,8.4,8
C[C@H](CO)N1C[C@H](C)[C@@H](CN(C)S(C)(=O)=O)Oc2ccc(NS(=O)(=O)c3ccccc3)cc2C1=O,-1&-3,2&-7,-9&-6,0.1&0.0,5&1,1&-1,0.1&0.0,-5
CCCNC(=O)N1C[C@@H](C)[C@H](OC)CN(C)C(=O)c2ccc(NS(=O)(=O)CC(F)(F)F)cc2OC[C@@H]1C,1,-10,-8,-0.1,6,1,-0.1,-18
Cc1ccc(C(=O)NC(C)c2ccc(-n3ccnc3)cc2)c(C)c1 (stereo unspecified),1,21,1,0.0,·,-7,-0.5,9
CCOCCCNC(=O)c1cc(Sc2ccc(F)cc2)nc2ccccc12,-2,·,-8,0.0,8,·,·,-6
CCCC(=O)N(CCN1CCOCC1)c1nc2c(F)cc(F)cc2s1,-2,-1,-9,0.0,-46,20,·,5
Cc1c(C(=O)N2CCN(c3ncccn3)CC2)oc2c(Cl)cccc12,-1,·,-9,0.0,0,·,-1.1,2
O=C(NCc1ccc(Cl)cc1)C(=O)NCC(c1cccnc1)N1CCN(c2ccc(F)cc2)CC1 (stereo unspecified),-2,·,-5,-0.1,5,·,-0.4,-6
CC(=O)c1cccc(NC(=O)COc2cc(C)on2)c1,1,3,-11,0.0,-6,1,-1.3,-8

Compound activity from PubChem.
